Bioassay records: PubChem, Sanford-Burnham Center for Chemical Genomics
EBI2 antag = EBI2 receptor antagonists, beta-arrestin recruitment, primary screen, cell-based, luminescence, 7a,25-OHC stimulation, uHTS; G-protein coupled receptor 183 (Homo sapiens), P32249; 7a,25-OHC stimulated; inhibition, % at 5 µM; hit rate 0.81% among 360,000; AID 651636, 2012; in the data active means inhibition above about 38%;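 further: enzyme fragment complementation signal reports receptor beta-arrestin coupling in cells; 0% = agonist plus DMSO wells and 100% = wells without agonist; some results beyond the cut were filed as inactive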
Target sequence (P32249 whole entry, looked up, the tested form may be a part): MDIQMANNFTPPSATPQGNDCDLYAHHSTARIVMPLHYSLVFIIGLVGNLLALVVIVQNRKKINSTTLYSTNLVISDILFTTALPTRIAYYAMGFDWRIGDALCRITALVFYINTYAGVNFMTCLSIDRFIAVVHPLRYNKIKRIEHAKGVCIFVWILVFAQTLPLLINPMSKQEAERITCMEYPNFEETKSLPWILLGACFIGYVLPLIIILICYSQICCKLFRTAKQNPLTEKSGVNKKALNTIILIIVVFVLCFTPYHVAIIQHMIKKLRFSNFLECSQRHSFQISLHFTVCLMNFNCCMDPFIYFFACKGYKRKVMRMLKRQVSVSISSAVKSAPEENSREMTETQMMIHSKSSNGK
UPR CHOP act = activators of apoptotic CHOP UPR arm, primary screen, cell-based, CHO-CHOP luciferase reporter, luminescence, uHTS; UPR activation; percent of tunicamycin response over DMSO baseline; activation, % at 10 µM; hit rate 0.34% among 330,000; AID 449763, 2010;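 active means at 10 µM dose, activation of 40% or more, normalized to positive control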;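 further: 100% = tunicamycin at 10 µg/mL and 0% = DMSO alone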
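Test system: CHO-CHOP cells, stable luciferase reporter of PERK-eIF2a-CHOP signalling | Quantity: 500 CHO-CHOP cells per well | Buffer or medium: F12 plus 10% serum | Compound dosing: 10 µM single point, 0.5% DMSO | Schedule: 6 h compound treatment, 37 °C | Signal: Luciferase luminescence | Control set: Tunicamycin high control, DMSO low control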
tim23-1 inh = growth inhibitors of tim23-1 mutant yeast, primary screen, luminescence, uHTS; S. cerevisiae tim23-1 growth, BacTiter-Glo luminescence, 24 h; inhibition, % at 20 µM; hit rate 1.3% among 330,000;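 active means growth inhibition of the mutant yeast at or above 50%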;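 further: temperature-sensitive mutant grown at 25 °C; plate controls were DMSO-treated mutant yeast for no effect and medium wells lacking yeast for full effect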
APJ antagonist = antagonists of human apelin receptor APJ, primary screen, CHO-K1 cells, beta-arrestin complementation, luminescence; inhibition, % at 20 µM; hit rate 0.32% among 330,000; AID 2521, 2010;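 active means inhibition above about 40% at 20 µM, limit read from the data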;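 further: cells challenged with 10 nM apelin-13 agonist together with compound; plate controls were apelin-13 plus DMSO wells for no effect and DMSO wells lacking apelin-13 for full effect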
Target sequence (P35414 whole entry, looked up): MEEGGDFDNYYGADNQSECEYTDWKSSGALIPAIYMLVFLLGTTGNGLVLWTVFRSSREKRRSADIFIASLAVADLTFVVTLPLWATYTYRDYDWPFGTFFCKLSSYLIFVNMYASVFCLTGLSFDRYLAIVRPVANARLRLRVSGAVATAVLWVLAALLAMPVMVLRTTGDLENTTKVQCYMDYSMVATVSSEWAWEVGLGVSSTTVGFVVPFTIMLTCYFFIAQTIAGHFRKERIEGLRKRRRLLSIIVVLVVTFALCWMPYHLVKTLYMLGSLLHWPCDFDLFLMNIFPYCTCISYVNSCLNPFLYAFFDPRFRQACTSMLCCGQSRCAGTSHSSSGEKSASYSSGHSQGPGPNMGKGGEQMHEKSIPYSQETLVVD
CCR6 antag = CCR6 receptor antagonists, primary screen, cell-based, CHO-K1, luminescence, beta-arrestin, uHTS. CHO-K1 CCR6 PathHunter beta-arrestin, CCL20-stimulated. inhibition, % at 20 µM. hit rate 0.49% among 340,000;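 active means compounds whose inhibition of the agonist-driven luminescence signal at 20 µM reaches about 50%, limit read from the data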;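 further: cells stimulated with CCL20 at 14 nM final; plate controls were DMSO with CCL20 for no effect and DMSO without agonist for full effect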
UPR XBP1 act = activators of adaptive XBP1 UPR arm, primary screen, cell-based, CHO-XBP1 luciferase reporter, luminescence, uHTS. IRE1-XBP1 UPR activation; percent of tunicamycin response, DMSO as zero. activation, % at 20 µM. hit rate 0.33% among 330,000;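 active means versus positive control, 20 µM dose yields 30% or more activation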;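 further: 100% = tunicamycin at 10 µg/mL and 0% = DMSO only wells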
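incubation = overnight seeding at 37 °C, 6 h compound treatment at 37 °C | assay system = CHO-XBP1 cells stably carrying IRE1-XBP1-driven luciferase reporter | input = 1000 cells per well | detection = luciferase luminescence | dosing = single point, 20 µM final compound, 1% DMSO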
APJ agonist = agonists of human apelin receptor APJ, primary screen, CHO-K1 cells, PathHunter beta-arrestin, luminescence; P35414; 0% DMSO wells, 100% apelin; activation, % at 20 µM; hit rate 0.11% among 330,000; AID 2520, 2010;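 active means activation more than six SD over the plate average, tested at 20 µM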;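 further: 0% = DMSO alone and 100% = apelin-13 at 10 nM; some results filed as inactive read as strong as hits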
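Test system: CHO-K1 APJ beta-arrestin complementation cell line. Amount: cell density 1000 per well. Controls: DMSO negative, 10 nM Apelin-13 positive. Signal: luminescent beta-gal fragment complementation, chemiluminescent substrate. Read-out basis: agonist-driven arrestin binding to APJ. Timing: compound stimulation 90 min at 25 °C, detection 60 min.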
Mdm2-MdmX inh = inhibitors of human Mdm2-MdmX association, primary screen, cell-based, luminescence, split luciferase, SaOS-2, uHTS; SaOS-2 split-luciferase Mdm2/MdmX complementation; inhibition, % at 8 µM; hit rate 3% among 330,000; AID 485346, 2010;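 active means inhibition of at least 50% at 8 µM in the primary screen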
CXCR6 block = CXCR6 receptor inhibitors, primary screen, cell-based, beta-arrestin, luminescence, CHO-K1 PathHunter, 1536-well | C-X-C chemokine receptor type 6 (Homo sapiens), O00574 | AID 602244, 2012 | hit rate 0.36% among 360,000 | inhibition, % at 20 µM; in the data active means inhibition above about 34%, passing the limit was not always enough;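 further: antagonist mode with CXCL16 agonist at 10 nM final; 0% = 10 nM CXCL16 with DMSO and 100% = unstimulated wells without agonist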
Target sequence (O00574 whole entry, looked up): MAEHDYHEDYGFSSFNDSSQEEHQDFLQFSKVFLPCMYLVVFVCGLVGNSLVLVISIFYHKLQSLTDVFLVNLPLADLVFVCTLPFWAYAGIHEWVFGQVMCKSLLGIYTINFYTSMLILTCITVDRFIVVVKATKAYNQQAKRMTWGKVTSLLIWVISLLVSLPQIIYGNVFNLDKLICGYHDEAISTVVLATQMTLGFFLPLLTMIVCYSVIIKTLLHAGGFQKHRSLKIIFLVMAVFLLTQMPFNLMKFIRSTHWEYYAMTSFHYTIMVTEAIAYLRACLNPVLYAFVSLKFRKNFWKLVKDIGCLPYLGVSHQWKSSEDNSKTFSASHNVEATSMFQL
* marks the source's active call; other numbers are inactive results; . = no result given.

SMILES | EBI2 antag | UPR CHOP act | tim23-1 inh | APJ antagonist | CCR6 antag | UPR XBP1 act | APJ agonist | Mdm2-MdmX inh | CXCR6 block
Cc1ccc(NC(=O)COC(=O)c2ccnn2C)cc1 | 1.7 | 0.4 | -4.0 | 18.3 | 4.5 | 4.3 | 1.0 | 13.2 | -8.2
CS(=O)(=O)c1cccc(NC(=O)CSc2nnc3n2CCCCC3)c1 | -11.0 | 0.8 | 6.8 | -5.4 | 3.2 | -0.8 | -5.1 | 35.0 | -7.2
CCCn1c(=N)c(S(=O)(=O)c2ccc(F)cc2)cc2c(=O)n3ccccc3nc21 | 5.6 | -0.7 | 15.6 | -9.9 | 2.3 | 11.4 | 1.7 | 3.2 | -2.0
CN(c1ccccc1)c1nc(N)c([N+](=O)[O-])c(Nc2cccc(F)c2)n1 | 31.5 | 1.0 | 13.3 | 4.0 | 11.0 | 7.6 | -2.8 | 20.6 | 4.5
COc1ccc(NC(=S)Nc2ccccc2)cn1 | -6.9 | 2.5 | -8.2 | 1.3 | 11.5 | -1.6 | -2.5 | -25.2 | -6.1
Fc1c(F)c(F)c(N/N=C/c2c[nH]c3ccccc23)c(F)c1F | 15.4 | 4.9 | 79.9* | -2.7 | -15.2 | 6.4 | 4.1 | 38.0 | -20.2
CC1CC1C(=O)OCc1cc(=O)n2cc(Br)ccc2n1 (configuration not stated) | 2.9 | -1.0 | -10.6 | -6.5 | 2.9 | -1.7 | 1.8 | -53.1 | 1.8
COc1ccc(N2CC(=O)N(c3ccc(OC)c(OC)c3)CC2=O)cc1OC | -3.7 | 0.6 | 11.2 | -3.2 | 3.0 | -1.3 | -2.4 | -6.7 | -2.6
Cc1ccc2oc(=O)n(Cc3ccc(F)cc3)c2c1 | 7.3 | -1.0 | 15.1 | 24.0 | 11.5 | -1.1 | -1.3 | 2.7 | -1.0
O=C(COC(=O)CNC(=O)c1ccc(Cl)cc1Cl)NC1CCCCCCC1 | -5.4 | -0.5 | 17.7 | -4.3 | -6.1 | 3.3 | 8.8 | 9.2 | 4.5
Cc1cc(Br)cc2cn[nH]c12 | -0.4 | 0.3 | 21.3 | -9.0 | -2.1 | 0.5 | -1.3 | 13.0 | -5.8
COc1ccc(NC2c3ccccc3C(=O)N2c2cccnc2)cc1 (configuration not stated) | -9.5 | 3.8 | 11.2 | 21.8 | 10.1 | 4.3 | 0.1 | 15.3 | 4.5
Cc1ccc(S(=O)(=O)Cc2ccc(C(=O)NC3CCCC3)o2)cc1 | 4.9 | 0.0 | 10.2 | 7.1 | 8.6 | -9.2 | -5.6 | 28.5 | 11.5
c1cnc(Oc2ccc3oc4ccccc4c3c2)nc1 | -22.3 | 2.7 | 11.6 | -11.7 | -9.4 | 0.2 | 2.5 | -18.2 | -1.2
Cc1cccc(N(CC(=O)NC(C)(C)C)C(=O)CNC(=O)c2cccs2)c1C | -6.0 | 0.2 | 15.4 | -8.8 | 5.1 | -2.8 | 5.0 | -8.2 | -5.6

Two entries picked at random from those above:
SMILES | EBI2 antag | UPR CHOP act | tim23-1 inh | APJ antagonist | CCR6 antag | UPR XBP1 act | APJ agonist | Mdm2-MdmX inh | CXCR6 block
Cc1cc(Br)cc2cn[nH]c12 | -0.4 | 0.3 | 21.3 | -9.0 | -2.1 | 0.5 | -1.3 | 13.0 | -5.8
Cc1ccc(NC(=O)COC(=O)c2ccnn2C)cc1 | 1.7 | 0.4 | -4.0 | 18.3 | 4.5 | 4.3 | 1.0 | 13.2 | -8.2

The list goes on:
SMILES | EBI2 antag | UPR CHOP act | tim23-1 inh | APJ antagonist | CCR6 antag | UPR XBP1 act | APJ agonist | Mdm2-MdmX inh | CXCR6 block
C/C(=N\NC(=O)C1COc2ccccc2O1)c1ccc(N2CCOCC2)cc1 (configuration not stated) | 1.1 | -0.1 | 2.4 | -1.3 | 10.2 | 0.1 | 0.3 | -0.6 | 7.5
O=C(c1ccc(Cl)c(S(=O)(=O)N2CCOCC2)c1)N1CCN(c2ccccc2F)CC1 | 6.1 | 2.6 | 4.9 | -2.5 | 1.9 | -2.1 | 0.4 | 27.3 | 2.8
COC(=O)c1sccc1-n1cccc1C(=O)C(=O)N1CCCCC1 | 0.3 | -1.2 | -1.6 | -8.4 | 1.3 | 1.4 | 4.5 | -4.4 | -6.9
O=C(Cc1cccc2ccccc12)NC(NC(=S)Nc1ccccc1Cl)C(Cl)(Cl)Cl (configuration not stated) | 13.5 | 0.0 | 3.2 | -19.4 | 11.6 | 0.0 | -1.2 | -49.6 | -0.6
CCN(C(=O)c1cccc(NC(=O)c2ccccc2)c1)C1CCCCC1 | -25.9 | 1.6 | 46.8 | 10.6 | 5.8 | -2.9 | 8.0 | 34.7 | 5.0
Cc1ccc(OCCSc2nc(N)cc(N)n2)cc1 | -4.3 | 3.8 | 9.1 | 7.6 | 3.3 | -0.8 | -2.0 | -65.8 | -11.3
O=C(CN1CCN(Cc2cccc(F)c2)CC1)Nc1ccccc1F | -8.7 | -0.7 | 3.3 | 3.1 | 12.0 | 3.0 | -4.1 | 6.8 | 2.8
O=C(CSc1nc2c(cnn2-c2ccc(F)cc2)c(=O)[nH]1)N1CCCc2ccccc21 | 5.1 | -0.3 | 14.1 | -18.5 | 13.9 | -1.0 | -0.9 | 34.0 | 4.5
COc1cccc(N2CCN(C(=O)c3cn(Cc4ccccc4)nc3-c3cccnc3)CC2)c1 | 11.3 | 0.0 | 12.9 | -3.0 | 10.1 | 0.2 | -5.2 | 44.8 | -2.2
COC(=O)c1ccc(N2C(=O)C3C4C=CC(CC4)C3C2=O)cc1 (configuration not stated) | 7.2 | 0.1 | 10.1 | 11.4 | 1.2 | -1.6 | -0.5 | 4.7 | 1.8
COCCNC(=O)c1ccc(CS(=O)(=O)c2ccccc2OC)o1 | -7.6 | -0.3 | 7.5 | 11.0 | -0.1 | -2.1 | -3.8 | -4.3 | 2.3
COC(=O)C(CCCCNC(=O)OCc1ccccc1)NC(=O)CN (configuration not stated) | -2.2 | -0.6 | 8.6 | 14.1 | 5.9 | 1.2 | -2.5 | 0.3 | 2.9
CC(C)NC(=O)N(C)C[C@H]1Oc2ccc(NC(=O)CCN3CCOCC3)cc2C(=O)N([C@H](C)CO)C[C@@H]1C | -7.8 | 0.0 | 13.4 | -1.3 | -4.0 | -0.6 | -3.2 | -8.6 | 4.4
COc1ccc(C(=O)NC(=S)N2CCCCC2c2cccnc2)cc1OC (configuration not stated) | -6.7 | -0.6 | 27.2 | -51.6 | 3.5 | 0.1 | -4.3 | -6.6 | -6.8
COCC(=O)N1CCC(Oc2ccc(C(=O)N3C[C@@H]4CCC[C@H]3C4)cc2)CC1 | -10.2 | 4.6 | -10.3 | 6.7 | -1.5 | -2.5 | -1.2 | 2.0 | 4.4

Structural class: the entries above with bromine (2)
SMILES | EBI2 antag | UPR CHOP act | tim23-1 inh | APJ antagonist | CCR6 antag | UPR XBP1 act | APJ agonist | Mdm2-MdmX inh | CXCR6 block
CC1CC1C(=O)OCc1cc(=O)n2cc(Br)ccc2n1 (configuration not stated) | 2.9 | -1.0 | -10.6 | -6.5 | 2.9 | -1.7 | 1.8 | -53.1 | 1.8
Cc1cc(Br)cc2cn[nH]c12 | -0.4 | 0.3 | 21.3 | -9.0 | -2.1 | 0.5 | -1.3 | 13.0 | -5.8

Later entries.
SMILES | EBI2 antag | UPR CHOP act | tim23-1 inh | APJ antagonist | CCR6 antag | UPR XBP1 act | APJ agonist | Mdm2-MdmX inh | CXCR6 block
COc1ccc(CCN2CCCn3c2nc2c3c(=O)n(Cc3ccccc3F)c(=O)n2C)cc1OC | 5.2 | -1.4 | 22.7 | 7.7 | 11.1 | 0.9 | -0.9 | 9.5 | -3.5
COc1ncccc1C(=O)NC1CCCc2c1cnn2-c1ccc(C)c(C)c1 (configuration not stated) | 12.5 | 1.3 | 34.1 | 5.6 | 4.7 | -0.7 | -2.2 | 45.3 | -2.8
C=CCC(NCc1ccco1)c1ccc(OC)cc1OC (configuration not stated) | . | 0.2 | -9.0 | 17.0 | . | -1.9 | -3.1 | 21.5 | .
CCCOc1ccc(C2=CSC3=NCCN23)cc1[N+](=O)[O-] | -10.4 | 3.4 | -34.9 | 14.5 | 8.8 | -5.7 | -2.2 | -19.4 | -2.0
O=C(COC(=O)CCSc1ccc(Cl)cc1)Nc1ccc(F)cc1 | 2.4 | 0.6 | 27.4 | -14.0 | 6.4 | -0.5 | 1.5 | -20.5 | 1.3
Cc1ccc(C(=O)N2CCN(c3ccc(N4CCOCC4)nn3)CC2)cc1 | -5.5 | 1.3 | -14.9 | 18.8 | 2.7 | -2.9 | 2.2 | 2.9 | -3.9
CC(NCCC1(Cc2ccccc2Cl)CCOC(C)(C)C1)c1cccs1 (configuration not stated) | 6.5 | 0.7 | 19.6 | 27.3 | 16.2 | 0.5 | -6.8 | 9.2 | 6.2
CCNC(=S)N/N=C1\C(=O)c2cccc3cccc1c23 | 15.1 | 2.1 | 5.3 | 22.2 | 10.1 | 0.0 | -8.0 | 24.2 | 6.4
CCC(C(=O)NC(C)c1ccccc1)C(=O)NC(C)c1ccccc1 (configuration not stated) | 12.6 | 1.5 | 19.1 | 0.9 | 4.2 | 2.8 | -1.5 | -4.5 | 1.8
Cc1cc(-c2nnc(CCC(=O)NC(c3ccccc3)c3ccccc3)o2)no1 | -2.2 | 3.8 | 13.3 | 1.4 | 11.7 | 5.5 | -1.5 | -17.2 | 0.5
C#C[C@]1(O)CC[C@H]2[C@@H]3CCC4=CC(=O)CC[C@@H]4[C@H]3CC[C@@]21C | 6.9 | -1.3 | 34.4 | -2.3 | 12.3 | -6.2 | 12.5 | -10.4 | -4.7
CC(=O)Nc1ccc(NC(=O)CSc2nc3[nH]ncc3c(=O)n2-c2ccccc2)cc1 | 2.2 | 2.3 | -4.4 | -3.4 | 16.9 | -2.7 | -0.8 | -3.1 | -2.1
OCCC1CN(Cc2cccc(F)c2F)CCN1CCc1ccccc1 (configuration not stated) | 1.6 | 0.2 | 3.7 | -8.3 | 20.9 | -5.7 | -1.0 | 11.8 | 12.9
CN(Cc1ccc(Cl)cc1Cl)C(=O)c1cc(=O)c2ccccc2o1 | 13.0 | 3.6 | 32.6 | 9.6 | 15.6 | 5.7 | -0.9 | 7.3 | 7.4

Single values from above.
`CC1CC1C(=O)OCc1cc(=O)n2cc(Br)ccc2n1` (configuration not stated) | UPR XBP1 act: -1.7
`Cc1ccc(S(=O)(=O)Cc2ccc(C(=O)NC3CCCC3)o2)cc1` | UPR CHOP act: 0.0

A portion of the library (hit frequency here may not be typical).
